Compound activity deposited in PubChem by several laboratories.
TcdB GH inh – TcdB glycohydrolase inhibition. inhibition, % at 9.99 µM. TcdB glycohydrolase enzymatic assay, plate reader. P18177. actives 0.24% (n = 350,000); in the data active means inhibition above about 10%
BoNT A protease – inhibitors of Botulinum neurotoxin A light chain protease. actives 0.17% (n = 360,000). multiplex microsphere protease substrate cleavage, flow cytometry. inhibition, % at 10 µM; further: plate controls were buffer without enzyme for full effect and enzyme alone for no effect
CCHFV vOTU inh – CCHFV vOTU protease inhibition. Pep-AMC fluorescence. inhibition, % at 11.5 µM. actives 0.55% (n = 370,000). AID 651958; in the data active means inhibition above about 30%; further: 0% = vehicle wells with enzyme and 100% = no enzyme wells
Anthrax LF prot – inhibitors of Bacillus anthracis lethal factor protease. P15917. AID 588501. multiplex microsphere protease cleavage assay, LF. inhibition, % at 10 µM. actives 0.12% (n = 360,000); further: plate controls were buffer without enzyme for full effect and enzyme alone for no effect
FadD28 binding – M. tuberculosis FadD28 bisubstrate binding inhibition. FadD28 bisubstrate probe binding, fluorescence polarization. inhibition, % at 12.5 µM. actives 0.22% (n = 360,000); in the data active means inhibition above about 8.5%, passing the limit was not always enough; inconclusive means no clear call, values can overlap the other calls
Y pestis TopoI – blocks Yersinia pestis topoisomerase I activity | Y. pestis Topo-I cleavage product accumulation, plate reader | AID 504884 | actives 0.064% (n = 360,000) | activity, % at 10 µM; in the data active means activity above about 50%, passing the limit was not always enough; inconclusive means no clear call, values can overlap the other calls; further: inactives centre near 2
PrPC surface inh – reduces human prion protein on the cell surface. P04156. cell surface PrPC, TR-FRET read-out. inhibition, % at 13.8 µM. actives 0.43% (n = 370,000); in the data active means inhibition above about 24%; further: 0% = median of the test wells and 100% = reference compound wells
BoNT F protease – inhibitors of Botulinum neurotoxin F light chain protease; Multiplex microsphere protease cleavage assay, flow cytometry; inhibition, % at 10 µM; actives 0.22% (n = 360,000); AID 588497; in the data active means inhibition above about 35%, passing the limit was not always enough; inconclusive means no clear call, values can overlap the other calls; further: plate controls were buffer without enzyme for full effect and enzyme alone for no effect
PfHsp40 yeast – compounds rescuing yeast from Plasmodium falciparum HSP40 toxicity; S. cerevisiae expressing PfHsp40, growth rescue, ATP luminescence; growth rescue, % at 12.5 µM; actives 0.68% (n = 340,000); in the data active means growth rescue above about 28%, passing the limit was not always enough; inconclusive means no clear call, values can overlap the other calls;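 further: yeast W303a lacking pdr1 and pdr3 grown in galactose medium; growth measured after three days at 30 °C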
An asterisk follows results filed as active; ? = inconclusive; · = no result given. Unless noted, no stated cut-off is given here; in the data, active means inhibition above about 30%; inconclusive means no clear call, values can overlap the other calls; inactive means below that.

Structure,FadD28 binding,Y pestis TopoI,Anthrax LF prot,TcdB GH inh,PrPC surface inh,BoNT A protease,CCHFV vOTU inh,PfHsp40 yeast,BoNT F protease
O=C(O)c1cccc(CN2C(=O)SC(Nc3cccc4ccccc34)C2=O)c1 (stereo not given),-3.6,-13,1,-0.9,-2,-1.1,7,-0.7,0
CS(=O)(=O)N(CC(=O)N1CCCC1)c1ccc(Cl)c(Cl)c1,-2.2,-2,0,-0.4,4,-0.1,-13,-1.1,-4
O=C(CN1CCN(S(=O)(=O)c2ccc(Cl)c(C(F)(F)F)c2)CC1)NC(=O)NC1CCCCC1,-2.5,1,-6,1.2,-1,0.2,-1,3.8,-5
CC(=O)N1CCN(CC(=O)Nc2ccc3c(c2)CCC3)CC1,-2.7,1,-2,0.0,-2,-0.1,-15,-0.3,0
COCCNC(=O)c1c(NC(=O)c2ccc(Br)o2)n(Cc2ccccc2)c2nc3ccccc3nc12,-1.3,11,11,·,0,35*,-8,0.3,0
C/C(=N\O)c1ccc2c(c1)OCCO2,-2.4,5,-7,4.7,-7,-0.1,0,0.9,4
Cc1ccc(C)c(-n2c(SCC(N)=O)nnc2-c2ccccn2)c1,-3.8,9,-2,·,0,-1.3,8,-0.6,?
C[N+](C)(N)CCOC(=O)C(O)(c1ccccc1)C1CCCCC1 (stereo not given),-0.7,-3,14,0.2,5,-5.1,0,6.5,-3
CCCCc1cc(=O)oc2c(CN(C)C)c(O)ccc12,0.2,6,13,·,-7,-1.9,-295,-0.8,-6
O=C(NCc1ccco1)C1CCC(N2C(=O)c3ccccc3C2=O)CC1 (stereo not given),0.2,-3,-6,0.2,3,-0.2,-4,-1.0,8
O=C(Cn1ncc2ccccc2c1=O)Nc1cccc(C(F)(F)F)c1,0.1,1,-5,0.9,-4,0.1,2,·,1
O=S(=O)(c1ccc(Cl)cc1)N1CCN=C1SCc1cccnc1,-2.0,-2,1,2.6,-6,0.2,-10,-0.6,-2
COc1ccc(C2=NN(C(=O)CSc3ncccn3)C(c3ccc(C)cc3)C2)cc1 (stereo not given),0.1,2,0,·,4,0.2,18,-1.0,2
CCc1nc2ccc(C(=O)NCCc3ccco3)cc2nc1CC,-0.5,5,1,·,·,2.6,·,-0.6,4
OCCN1CCN(c2ncnc3c2ncn3[C@H]2CN(Cc3ccc(Cl)cc3)C[C@@H](CO)O2)CC1,-2.2,12,-6,0.8,-4,0.4,-12,·,-5
O=c1[nH]c2ccccc2c2ccccc12,-0.9,-7,0,·,11,-0.4,-15,0.7,-1
Cc1ccc(CSc2nnc(CC(=O)Nc3ccc(C)cc3)n2C)cc1,-3.2,20,-1,·,3,1.6,10,0.4,3
CCNc1nc(NCC)n2c(SCC(=O)Nc3cc(OC)ccc3OC)nnc2n1,-1.6,-2,6,0.0,-3,2.0,-3,1.2,1
Cc1cc(C)c2c(CN3CCN(Cc4ccc5c(c4)OCO5)CC3)cc(=O)oc2c1C,-3.0,6,-14,·,-3,-0.8,2,0.2,?
CCCCCC(=O)NC(CC(=O)OC)c1ccc2c(c1)OCO2 (stereo not given),-3.0,-2,-2,2.5,2,-0.3,2,0.8,-4
COc1ccc(C2=NN(C(=O)c3ccccc3C(=O)O)C(c3ccccc3O)C2)cc1 (stereo not given),-0.8,0,6,1.0,-4,0.8,-12,3.8,2
O=c1c2ccccc2nc(SCc2ccc(F)cc2Cl)n1CCCN1CCOCC1,-2.4,28,0,1.7,-4,0.1,10,-0.4,-4
COc1cc(/C=N/NC(=O)c2cccs2)ccc1O,-0.9,0,0,0.5,13,-0.7,12,-0.8,-3
Cc1cc(C)nc(N2CCN(c3nnnn3-c3ccccc3)CC2)n1,0.4,18,-3,·,-3,-1.8,0,-0.1,-35
CN(CC(=O)Nc1ccc(F)cc1)C(=O)COC(=O)CSc1ccc(F)cc1,-3.4,-9,3,1.3,5,-5.6,-6,1.3,-19

The final 2 entries of the part before lead into the next.
Structure,FadD28 binding,Y pestis TopoI,Anthrax LF prot,TcdB GH inh,PrPC surface inh,BoNT A protease,CCHFV vOTU inh,PfHsp40 yeast,BoNT F protease
Cc1cc(C)nc(N2CCN(c3nnnn3-c3ccccc3)CC2)n1,0.4,18,-3,·,-3,-1.8,0,-0.1,-35
CN(CC(=O)Nc1ccc(F)cc1)C(=O)COC(=O)CSc1ccc(F)cc1,-3.4,-9,3,1.3,5,-5.6,-6,1.3,-19
Cc1nn(CC(=O)O)c(C)c1[N+](=O)[O-],-2.4,5,0,-0.1,3,-0.9,2,-1.1,-10
Cc1nc2ccccn2c1/C(O)=C1\C(=O)C(=O)N(CCN2CCOCC2)C1c1cccnc1 (stereo not given),0.0,-2,-4,·,-7,1.2,18,-0.8,-3
O=c1[nH]c(-c2ccccc2)nc(-c2ccccc2)c1Cl,-2.4,-3,6,0.5,-5,0.7,-6,0.1,?
Cc1ccc(/C=C/C(=O)OCC(=O)Nc2cccnc2Cl)cc1,-2.7,6,-2,1.9,1,-0.3,0,-0.1,-2
CCOC(=O)C1=C(C)N(C)C(=O)NC1c1ccc(C)s1 (stereo not given),-3.3,2,-8,·,3,-0.8,-10,0.7,2
CC(NC(=O)c1ccc(Cl)cc1)C(=O)N1CCCCC1 (stereo not given),-2.0,4,-5,0.9,4,-0.3,-5,0.3,-1
CC(=O)c1ccc2noc(-c3ccc(Cl)cc3)c2c1,-4.3,-5,1,0.3,-7,-0.5,12,1.5,-3
COc1ccc(C(=O)c2nccc3cc(OC)c(OC)cc23)cc1OC,0.7,-5,3,·,·,-0.6,·,-0.9,-7
Cc1noc(NS(=O)(=O)c2ccc(N/C=C\C(=O)c3ccncc3)cc2)c1C,1.0,-3,-3,·,-17,1.8,8,-0.6,11
COc1ccc(Cc2[nH]n3c(=O)c(Cl)c(C)nc3c2-c2ccccc2)cc1,-2.0,7,-10,0.0,1,-0.9,-15,-1.2,-3
Cc1cc([N+](=O)[O-])nn1CCCC(=O)Nc1cc(Oc2ccc(F)cc2)cc([N+](=O)[O-])c1,-9.3,-2,-9,·,-2,-4.9,1,0.1,-29
CC(C)CNC(=O)/C=C/C=C/CCCC/C=C/c1ccc2c(c1)OCO2,-3.4,-6,-1,0.9,5,0.2,1,-1.3,-5
COc1ccc(-c2noc(CCC(=O)Nc3ccc(C)c(C)c3)n2)cc1,-0.1,1,-7,·,-4,-0.4,3,0.1,0
OC(c1ccc(F)c(F)c1)c1nc(-c2ccccc2)cs1 (stereo not given),-1.7,12,-9,-1.1,6,-0.6,16,·,-5
CCOP(=O)(CN(CC)CCNP(=O)(OCC)OCC)OCC,-3.8,-7,-2,·,2,-1.1,0,0.6,-25
CCN1CCN(CC(=O)N2c3ccccc3Sc3ccccc32)CC1,-1.5,0,-1,0.3,1,-1.0,19,-0.8,3
Cc1ccc(CNC(=O)CSc2nc3ccsc3c(=O)n2NC(=O)c2ccccc2)cc1,-1.5,-2,-5,·,-7,-1.6,7,-0.4,-3
Cc1nc(C(F)(F)F)ccc1C(=O)N1CCC1(C)C(=O)NS(=O)(=O)c1ccc(Cl)cc1 (stereo not given),0.1,-11,5,-0.6,-2,-0.5,-2,·,3
Cc1ccc(C(=O)NC(=S)Nc2ccc(N3CCOCC3)cc2)c(C)c1,1.5,5,-6,1.2,12,0.3,7,4.2,1
Nc1nnc(SCC(=O)N2CCN(c3cccc(Cl)c3)CC2)n1-c1ccccc1,-4.2,9,-3,·,0,-0.3,1,-1.3,-3
CCN(C(=O)c1cc2cc3ccc(C)cc3nc2o1)c1ccc(OC)cc1,-2.6,11,-2,·,-11,-1.3,27,1.0,0
COc1ccc(NC(=O)C2CCOC(C)(C)C2)cc1 (stereo not given),0.8,6,·,0.1,0,·,1,·,·
O=C(Cc1nnc(NC(=O)c2ccccc2)s1)N/N=C\c1ccc(O)c(O)c1,-4.6,-7,15,-2.6,2,0.8,14,-1.1,?
NC(Cc1ccc(C(F)(F)F)cc1)c1csc(Nc2ccc(C(=O)NCc3ccco3)cn2)n1 (stereo not given),-8.3,0,-9,-0.3,8,-0.4,6,·,-11
CCOC(=O)C1CCCN(Cc2ccc(-c3ccccc3)cc2)C1 (stereo not given),-0.7,24,-8,1.5,5,1.6,12,0.7,0

Additional records:
Structure,FadD28 binding,Y pestis TopoI,Anthrax LF prot,TcdB GH inh,PrPC surface inh,BoNT A protease,CCHFV vOTU inh,PfHsp40 yeast,BoNT F protease
CC(C)c1c(C(=O)N/N=C/c2cccc3ccccc23)nnn1-c1nonc1N,-4.1,-9,-1,0.4,14,0.4,5,0.6,5
COCCN1Cc2cccc(C(=O)Nc3c(C)cccc3C)c2C1=O,-1.1,4,1,·,4,0.3,10,-0.3,-10
CCCCNc1c(-c2ccc(OC)c(Sc3ccc(OC)cc3)c2)nc2cnccn12,3.9,29,0,0.1,7,0.0,-11,0.4,-8
Clc1ccc2[nH]c3c(c2c1)CCc1cn[nH]c1-3,-3.2,-3,0,·,5,-0.5,-5,0.5,-8
CCOC(=O)C(=CNc1ccc(NC2=NCC(C)(C)S2)cc1)C(=O)OCC,0.1,12,-5,0.7,5,0.2,0,-0.3,0
CC1(C)Cc2c(c(N3CCOCC3)nc3snc(Br)c23)CO1,-4.8,6,-4,·,5,-1.2,10,0.1,-6
CCc1ccc(OCC(=O)NC(C)C)cc1,-4.3,0,1,0.8,0,-1.0,-8,-1.2,-4
O=C(COC(=O)c1ccc(Br)cc1)Nc1cccnc1Cl,-0.9,14,1,1.6,-4,2.2,6,6.0,6
OC(CNC1CCCCC1)CON=C1CCSc2c(Cl)cccc21 (stereo not given),-7.0,12,-6,1.1,2,0.1,-3,·,-15
O=Cc1ccc(-c2cccc([N+](=O)[O-])c2)o1,-1.3,4,0,0.5,-25,-0.1,-1,-0.6,-5
CCOC(=O)c1cn(CC(=O)Nc2ccc3c(c2)OCCO3)nn1,-0.5,-1,-11,·,-1,-0.5,0,-0.7,-8
Cn1c(CCN2CCCC2)nc2cc(NS(=O)(=O)c3ccc(Cl)cc3)ccc21,-4.6,5,0,1.1,-1,-2.6,10,1.0,-3
CC1(C)Cc2noc(N)c2C(C)(C)N1OC(=O)c1scc2c1OCCO2,-2.1,3,-4,·,5,0.6,-3,-1.3,-12
O=[N+]([O-])c1ccc(CCn2ccnc2)cc1,-1.9,1,6,0.9,-9,0.2,-7,0.5,10
Cc1cc(C)c(C)c(S(=O)(=O)NCc2ccc(C(=O)N3CCCC3)cc2)c1C,-1.8,-6,-12,1.5,-1,-10,-9,-0.4,-41
Cc1oc2cc3oc(=O)c(CCC(=O)NCCCN4CCCC4=O)c(C)c3cc2c1C,-0.2,15,0,0.7,5,-0.4,-28,0.5,1
COc1ccc(CN2CC(=O)N(c3ccc(C)cc3)C2=S)cc1OC,0.2,-4,-9,·,5,-1.7,5,-0.3,-10
Cn1c(COc2ccc(Cl)cc2Cl)nnc1SCC(=O)NCC1CCCO1 (stereo not given),-1.7,12,-4,-2.2,8,0.3,4,0.0,-7
COc1ccc(/C(C)=N/NC(=O)c2cccc(S(=O)(=O)N3CCCC3)c2)c(O)c1,-0.9,11,0,-0.2,2,3.0,3,-0.8,-1
COc1ccc(-c2cc3c(=O)n(CC(=O)NCCCN4CCC(Cc5ccccc5)CC4)ncn3n2)cc1,-3.6,13,-5,0.2,-5,-0.8,-5,0.5,1
NC(=O)c1cc(Cl)ccc1OCC(=O)NC1CC1,-3.6,0,0,3.1,-2,0.3,-8,-0.3,-3

2 entries from above, as labelled records:
COCCN1Cc2cccc(C(=O)Nc3c(C)cccc3C)c2C1=O
- FadD28 binding: -1.1
- Y pestis TopoI: 4
- Anthrax LF prot: 1
- TcdB GH inh: ·
- PrPC surface inh: 4
- BoNT A protease: 0.3
- CCHFV vOTU inh: 10
- PfHsp40 yeast: -0.3
- BoNT F protease: -10
CCCCNc1c(-c2ccc(OC)c(Sc3ccc(OC)cc3)c2)nc2cnccn12
- FadD28 binding: 3.9
- Y pestis TopoI: 29
- Anthrax LF prot: 0
- TcdB GH inh: 0.1
- PrPC surface inh: 7
- BoNT A protease: 0.0
- CCHFV vOTU inh: -11
- PfHsp40 yeast: 0.4
- BoNT F protease: -8
